Screening results deposited in PubChem by National Center for Advancing Translational Sciences (NCATS).
SNCA expr inhib: Primary qHTS assay for inhibitors of alpha-synuclein gene (SNCA) expression; HEK-293 SNCA-luciferase knock-in, luminescence, 24 h; Potency, µM (doses to about 57.2 µM), for inactives: at the highest dose activity change, negative = inhibition, actives largely listed as inhibitors; 140,000 compounds, 0.17% hits;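 further: potency means the concentration at half of the fitted maximal effect; plate controls were DMSO cells for no effect and cell-free wells for full effect; nearly all actives have a fitted effect of over 45% in size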
HEK cytotox: Cytotoxic Profiling in HEK 293 Cell Line of Diverse Libraries Using Quantitative High-Throughput Screening; HEK 293 viability, ATP luminescence (CellTiter-Glo), 48-72 h; Potency, µM (series often up to 115 µM), without a hit: at the highest dose activity change, negative = cytotoxicity, usual class: inhibitors; AID 1345083, 2018; 94,000 compounds, 6.6% hits; further: potency means the concentration at half of the fitted maximal effect; nearly all actives have a fitted effect of over 60% in size
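Cells seeded first (HEK 293, 250 cells/well), then compound added by pintool. Incubation ran 48 or 72 hr at 37 degree Celsius. CellTiter-Glo was added and luminescence imaged after 10 min at room temperature.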
IP6K1 inhibitor: Primary qHTS assay for small molecule inhibitors of Inositol hexaphosphate kinase 1 (IP6K1); 140,000 compounds, 0.81% hits; activity change, % (series mostly up to about 58 µM); Inositol hexakisphosphate kinase 1 (Homo sapiens), Q92551; IP6K1 kinase, ADP-Glo luminescence, 2 h; active compounds read low; AID 1645851, 2021; in the data active means activity change below about -25%
Target sequence (Q92551 whole entry, looked up): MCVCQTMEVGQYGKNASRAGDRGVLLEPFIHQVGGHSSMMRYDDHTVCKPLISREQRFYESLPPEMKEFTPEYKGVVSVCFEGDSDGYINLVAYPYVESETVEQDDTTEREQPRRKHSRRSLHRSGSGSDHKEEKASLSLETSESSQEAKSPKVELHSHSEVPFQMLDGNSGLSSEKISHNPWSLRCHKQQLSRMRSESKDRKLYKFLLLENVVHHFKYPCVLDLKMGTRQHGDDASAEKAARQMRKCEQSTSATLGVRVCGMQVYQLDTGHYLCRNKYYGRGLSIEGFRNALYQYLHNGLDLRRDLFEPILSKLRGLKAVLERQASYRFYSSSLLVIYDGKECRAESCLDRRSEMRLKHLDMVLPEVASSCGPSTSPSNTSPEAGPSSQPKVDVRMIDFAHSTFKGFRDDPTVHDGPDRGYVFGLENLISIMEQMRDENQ
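ADP-Glo luminescence measures ADP made by human IP6K1 during a 2 h RT reaction with ATP/IP6 (mix at 1.3 mM/130 uM); top library doses 57.5 and 19.1 uM final.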
Luciferase inh: Firefly luciferase inhibition profiling of diverse chemical library using quantitative high-throughput screening; Luciferin 4-monooxygenase (Photinus pyralis), P08659; purified P. pyralis luciferase, luminescence, biochemical; Potency, µM (highest dose often 115 µM), for inactives: top-dose activity change, negative = inhibition, hits mostly inhibitors; 76,000 compounds, 2.5% hits; AID 1347043, 2019; further: potency means the concentration at half of the fitted maximal effect; nearly all actives have a fitted effect of over 65% in size
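Biochemical qHTS: compound (6-point titration) added to 10uM D-luciferin plus 10uM ATP in Tris acetate pH 7.5 buffer with Mg, Tween-20 and BSA, then purified enzyme at 10nM; light output imaged.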
3T3 cytotox: Cytotoxic Profiling in NIH 3T3 Cell Line of Diverse Libraries Using Quantitative High-Throughput Screening; Potency, µM (doses to about 96.7 µM), for the others: top-dose activity change, negative = cytotoxicity, actives largely listed as inhibitors; NIH 3T3 viability, CellTiter-Glo ATP luminescence, 48-72 h; 94,000 compounds, 4.3% hits; AID 1345082, 2018; further: potency means the concentration at half of the fitted maximal effect; nearly all actives have a fitted effect of over 55% in size
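Mouse fibroblast NIH 3T3 cells, 400 per well, received compound via pintool and were incubated for 48 or 72 hr prior to CellTiter-Glo ATP luminescence measurement.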
GPT2 inhibitor: Primary qHTS assay for inhibitors of Glutamate pyruvate transaminase 2 (GPT2) | Recombinant GPT2, coupled pyruvate oxidase/HRP Amplex Red fluorescence | Potency, µM (doses to about 57.7 µM), without a hit: top-dose activity change, negative = inhibition, most hits filed as inhibitors | 100,000 compounds, 0.25% hits | AID 1671188, 2021; further: potency means the concentration at half of the fitted maximal effect; nearly all actives have a fitted effect of over 60% in size; many of its hits are not listed in these tables
Target sequence (Q8TD30 whole entry, looked up): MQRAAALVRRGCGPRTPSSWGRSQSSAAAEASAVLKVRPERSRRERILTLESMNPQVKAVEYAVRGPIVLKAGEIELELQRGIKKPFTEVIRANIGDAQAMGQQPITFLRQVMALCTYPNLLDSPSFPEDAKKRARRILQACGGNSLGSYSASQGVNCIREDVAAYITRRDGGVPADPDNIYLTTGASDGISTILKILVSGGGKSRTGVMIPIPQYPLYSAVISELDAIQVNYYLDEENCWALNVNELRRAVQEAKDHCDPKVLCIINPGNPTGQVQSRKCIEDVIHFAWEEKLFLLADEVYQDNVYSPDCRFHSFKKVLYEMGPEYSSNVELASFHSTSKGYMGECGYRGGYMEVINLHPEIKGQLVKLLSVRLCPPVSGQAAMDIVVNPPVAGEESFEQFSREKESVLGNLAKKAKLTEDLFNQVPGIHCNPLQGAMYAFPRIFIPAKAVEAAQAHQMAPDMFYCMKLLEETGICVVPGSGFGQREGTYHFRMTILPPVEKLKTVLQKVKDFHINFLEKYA
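Fluorescence read-out: pyruvate from GPT2 turnover coupled to pyruvate oxidase, HRP and Amplex Red (0.2mM ThPP, 0.2U/mL PO and HRP, 50uM Amplex final). Substrates 250uM a-KG, 2mM L-alanine; enzyme 10ng/uL; 30 min RT.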
SNCA viab count: GF-AFC viability counterscreen for inhibitors of alpha-synuclein gene (SNCA) expression | 150,000 compounds, 0.12% hits | AID 1671193, 2021 | Potency, µM (series often up to 57.1 µM), inactives show at the top dose activity change, negative = cytotoxicity, actives largely listed as cytotoxic | HEK-293-SNCA-luc viability, GF-AFC fluorescence, 24 h;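 further: potency means the concentration at half of the fitted maximal effect; 0% = DMSO-treated cells and -100% = medium-only wells without cells; nearly all actives have a fitted effect of over 30% in size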
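Cytotoxicity counterscreen: after 24 h compound treatment of genome-edited SNCA-luciferase HEK-293 cells, live-cell protease substrate GF-AFC read by fluorescence after 30 min; activity scaled between DMSO (0%) and medium-only (-100%), curves Hill-fitted.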
Starred values were filed as active, the others as inactive; i = inactive; ? = inconclusive; / = no result given; & = joins results of further samples; ! = repeats disagree; [ ] = another dose, or the depositor's remark. Unless noted, the call rests on the fitted dose curve; in most records, active means well fitted curve in the direction sought with a large enough effect; inconclusive means small, poorly fitted or top-dose-only effect, or another doubt; inactive means no such curve, though single readings can be large; an effect the other way counts as inactive or inconclusive. Unless noted, on the % scale 0 is the no-effect control and ±100 the full control effect. These rows are one share of the data (hit frequency here may not be typical).

| smiles | SNCA expr inhib | HEK cytotox | IP6K1 inhibitor | Luciferase inh | 3T3 cytotox | GPT2 inhibitor | SNCA viab count |
| --- | --- | --- | --- | --- | --- | --- | --- |
| Cc1ccc(CCNC(=O)CCCn2c(=O)c3ccccc3n(Cc3ccccc3C)c2=O)cc1 | -4% | / | 12 | / | / | / | -23% |
| c1ccc2c(c1)CCCC2C1=NCCN1 (stereo not given) | 9% | / | -2 | / | / | i | 7% |
| COc1cccc(NC(=O)c2sc3nc(C)c(C(=O)Nc4ccc(C)cc4C)c(-c4ccccc4Cl)c3c2N)c1 | 47%[activator] | / | 6 | / | / | / | ? |
| COc1ccc(CN2C[C@H](COCc3ccccc3)Oc3ccncc3[S+]2(=O)[O-])cc1 | -13%[25.6 µM] | ? | 12 | / | ? | i | -15%[23.9 µM] |
| CC(C)CCNC(=O)N1CCN(C(=O)N2CC3CC(C2)[C@H]2CCCC(=O)N2C3)CC1 (stereo not given in full) | -7% | -1% | 7 | -2% | -1% | i | -7% |
| CC(=O)Nc1ccc(CN2CCC3(CC2)CC(c2cccnc2)=NO3)cc1 | ? | -20% | -6&2 | 5%&-8% | 5%&-14% | -28%&0% | -21%&-21% |
| O=c1[nH]c(=O)n(C2CCCCC2)c(O)c1C1=Nc2ccccc2SC(c2ccc(Cl)cc2)C1 (stereo not given) | 81%[activator] | / | -8 | / | / | / | -1% |
| Cc1nn(-c2ccc(F)cc2)c(-n2cccc2)c1C(=O)N1CCN(c2ccc(F)cc2)CC1 | ? | / | 9 | / | / | / | -4% |
| C=C1C(=O)O[C@@H]2C[C@]3(C)[C@@H](CCC(C)O)[C@@H]3C[C@H]12 (stereo not given in full) | / | / | -2 | / | / | 1% | -11% |
| O=C(CN1C(=O)NC2(CCCCC2)C1=O)Nc1ccc(C(F)(F)F)cc1 | -12% | 28µM* | 24 | -1% | ? | i | -3% |
| CC[C@H]1CN(C(=O)Nc2ccccc2)CC[C@H]1CC(=O)NCc1ccco1 | -4%[87.6 µM] | -4%[172 µM] | -14 | -5%[172 µM] | 2%[174 µM] | 2%[88.5 µM] | 4%[87.6 µM] |
| Cc1ccc(C)n1-c1c(C(=O)NCCCN2CCN(c3ccc(F)cc3)CC2)sc2ncccc12 | -14% | / | 20 | / | / | / | -15% |
| CC(=O)N[C@H]1CCN(C(=O)C[C@@H]2[C@H](O)CC[C@@H]3[C@]4(C)CO[C@@H](CNC(=O)c5cc(C)on5)O[C@@H]4CC[C@]32C)C1 | -9% | i | -9 | 5% | i | i | -1% |
| COc1cccc(C(=O)Nc2cccc(C(=O)OCc3cc(=O)n4c(C)csc4n3)c2)c1 | 59%[activator] | / | -6 | / | / | / | 1% |
| CCOCc1nc(C2CCCN(C(=O)c3ccc(OC)nc3OC)C2)no1 (stereo not given) | 25% | 2% | 26 | -10% | 1% | -3% | 2%[12.5 µM] |
| CSc1ccc(-c2cccc(C(=O)NCCN[S+](=O)([O-])c3cccs3)c2)cc1 | -13% | ? | 6 | / | ? | i | 8%[12.5 µM] |
| COc1ccc(C(=O)c2sc3nc(-c4ccc(C)cc4)cc(C(F)(F)F)c3c2N)cc1 | -22% | / | 3 | / | / | / | 7% |
| NC(N)=NCc1cccc(I)c1 | 7% | / | / | / | / | 1% | 5% |
| COc1ccccc1NC(=O)Cn1c(-c2ccc(Cl)cc2)nc(C)cc1=O | -16% | ? | -5 | 0% | ? | -27% | -15% |
| C=C1CCCC2(C)CCC(C(C)(C)OC3OC(C)C(O)C(O)C3OC(=O)/C(C)=C\C)CC12 (stereo not given) | / | / | 9 | / | / | ? | -19%[23.9 µM] |
| Cc1nn(-c2ccccc2)c2c1C(C(C)C)N(C1CCN(C(=O)NC3CCCC3)CC1)C2=O (stereo not given) | / | -1% | 18 | / | -21% | / | / |
| COc1ccc(C(=O)N2CCC3(CC2)CC(N(C2CC2)S(C)(=O)=O)CCO3)cc1 (stereo not given) | -29% | -6% | 12 | -3% | -21% | i | -7% |
| Cc1ccc2c(=O)cc(C(=O)Nc3ccc(S(=O)(=O)Nc4onc(C)c4C)cc3)oc2c1C | -8% | / | -10 | / | / | / | -5% |
| COc1ccccc1-c1ccc2ncc(Nc3ccccc3F)n2n1 | -19%[87.6 µM] | ? | -6 | -20%[172 µM] | ? | ? | 11%[87.6 µM] |
| O=C(NCc1ccc(F)cc1)c1cc(-c2cccc(C(F)(F)F)c2)c2cccn2n1 | ? | 25µM* | -8 | / | ? | -13% | -23% |
| Cc1csc(NC(=O)c2cnc3c(c2)N(C(=O)Cc2ccc(C(C)C)cc2)CCC3)n1 | ? | 35µM* | 2 | 13%[172 µM] | ? | -2%[88.5 µM] | ? |
| CC(NC(=O)CCc1ccccc1)C(=O)N1CCN(c2ccccn2)CC1 (stereo not given) | -26% | ? | 13 | -1% | ? | -12% | 3% |
| COc1cccc(-c2cc(C(=O)NCCC(C)n3ccnc3)[nH]n2)c1 (stereo not given) | ? | -7% | 0 | -12% | -18% | 3% | 6% |
| CCOC(=O)N1CCc2c(sc3c2c(=O)n(Cc2ccccc2)c(=O)n3CC(=O)Nc2ccc(C)c(C)c2)C1 | 2% | / | 17 | / | / | / | -6% |
| CN1CCC(NC(=O)c2ccc3c(c2)n(Cc2ccc(F)cc2)c(=O)c2ccnn23)CC1 | 7% | 25µM* | 4 | -7% | 22µM* | i | ? |
| CCCN(CC1CCOC1)C(=O)Nc1ccccc1Cl (stereo not given) | 20% | 2% | 11 | -1% | i | -11% | 0% |
| COCCOc1nc(-c2ccc(Cl)c(Cl)c2)n(-c2ccc(NC(=O)CCl)cc2)n1 | 15% | / | 9 | / | / | -3% | 30µM*! |
| Cc1nn(-c2ccccc2)c2c1C(C1CC1)N(C1CCCN([S+](=O)([O-])c3ccccc3)C1)C2=O (stereo not given) | / | -2% | -1 | / | -16% | / | / |
| CCc1nn(Cc2cc(C)ccc2C)c(=O)c2cc3cc(C)ccc3n12 | 21% | / | 6 | / | / | / | 10% |
| COC(=O)N1CCN(c2ccc3nnc(-c4ccccc4)n3n2)CC1 | / | ? | 4 | / | ? | / | / |
| CC1=CC(=O)CC(C)(C)C1CCC(C)OC1OC(COC(=O)c2cc(O)c(O)c(O)c2)C(O)C(O)C1O (stereo not given) | / | / | -3 | / | / | 0%[27.3 µM] | -22%[23.9 µM] |
| COC(=O)N1CCC2(C1)C(=NC1CCCCC1)NC(=O)N2c1cccc(OC)c1 (stereo not given) | -6% | i | -3 | -7% | -2% | 4% | 4% |
| Cc1noc(-c2ccc(OC(F)(F)F)cc2)c1C(=O)NCc1ccccc1Cl | 1% | ? | 4 | -3% | -32% | i | 4% |
| COc1ccc(C(=O)Nc2ccc3nc(SCC(=O)N(C)c4ccccc4)sc3c2)cc1 | 27% | / | 15 | / | / | / | -25% |
| Clc1ccc(OCc2nc3ccccc3n2Cc2ccccc2)c(Cl)c1 | 202%[activator] | / | -1 | / | / | / | 6% |
| COc1cc(C(C)C)c(Oc2cnc(N)nc2N)cc1I | / | / | -29* | / | / | i | 2% |
| COc1cccc(N2CC(C(=O)NCCSC)NC2=O)c1 (stereo not given) | -1%[87.6 µM] | -4%[172 µM] | 8 | -8%[172 µM] | -4%[138 µM] | -6%[88.5 µM] | -5%[87.6 µM] |
| Cc1cccc(Cc2c(C)nc3nc(SCc4cccc(F)c4)nn3c2C)c1 | 17% | / | 13 | / | / | / | 2% |
| CS(=O)(=O)N1C[C@H]2CCN(C(=O)c3cc(Cl)ccc3F)C[C@H]21 | 11% | -4% | 7 | -9% | -5% | -9% | 8%[12.5 µM] |
| O=C([C@@H]1C[C@H](Oc2ccccc2)CN1C(=O)c1ccoc1)N1CCOCC1 | -1% | -4% | 19 | 5% | -1% | 2% | -19% |
| COc1ccnc(-c2nnc3ccc(N4CCc5ccccc5CC4)nn23)c1 | -16%[87.6 µM] | 56µM* | -22 | -1%[172 µM] | 50µM* | -13%[88.5 µM] | -24%[87.6 µM] |
| Cc1ccccc1S(=O)Cc1ccc(C(=O)NC2CCCCCC2)o1 (stereo not given) | 22% | / | -12 | / | / | / | -13% |
| Cc1cccc(-c2ccccc2CN)c1 | 18%[87.6 µM] | -27%[172 µM] | -13 | / | -13%[138 µM] | 2%[88.5 µM] | -2%[87.6 µM] |
| O=C(Cc1cccs1)N1[C@@H](c2ccccc2)[C@@H](CO)C[C@]12CCCCNC2=O | / | ? | 6 | / | -15% | / | / |
| Cc1ccc(NC(=O)C2CCCN(S(=O)(=O)c3ccc(C)cc3)C2)cc1 (stereo not given) | ? | / | 12 | / | / | / | 0% |
| COc1cccc(Cn2c(SCC(=O)N3CCN(c4ccc(F)cc4)CC3)nc3ccccc32)c1 | 15% | / | -10 | / | / | / | 0% |
| COc1ccc(C2(C(=O)NCCc3ccc(F)cc3)CCOCC2)cc1 | -4% | 2% | -16 | / | -8% | i | -12% |
| COc1c(C)cccc1C(=O)Nc1ccc(-c2nc3ccccc3s2)c(Cl)c1 | 21% | / | -3 | / | / | / | 2% |
| COc1ccc(NC2=C(c3ccc(C(F)(F)F)cc3)C(=O)c3ccccc32)cc1 | 143%[activator] | / | -16 | / | / | / | -15% |
| Cc1ccc2nc(N(CCCN(C)C)C(=O)c3ccc(Br)s3)sc2c1 | -10% | / | 2 | / | / | / | -16% |
| CC(C)CCNC(=O)N1CCC(N2CC3CC(C2)[C@H]2CCCC(=O)N2C3)CC1 (stereo not given in full) | 7% | -7% | 6 | -9% | 0% | i | -3% |
| Cc1ccc(C(=O)N2CCC3(CC2)CC(N(Cc2ccccc2)C2CC2)CCO3)s1 (stereo not given) | ? | ? | -21 | -2% | ? | i | -8% |
| Cc1cn2c(=O)c(S(=O)(=O)N3CCN(c4cc(Cl)ccc4C)CC3)c(C)nc2s1 | 51%[activator] | / | 10 | / | / | / | -2% |
| CO[C@H]1COCCN(C(=O)c2cccc(F)c2)C1 | -6%[87.6 µM] | i | -1 | -4%[230 µM] | i | i | 0%[87.6 µM] |
| O=C(c1ccccc1)N1c2nc(-c3ccco3)nn2C2(CCCCC2)[C@@H]2CCCC[C@@H]21 | 18% | / | -8 | / | / | / | -14% |
| Cc1cnc(CC2CCNC2)n1CC1CC1 (stereo not given) | 26% | -21% | -7 | 0% | -3% | i | 1% |
| Cc1ccc(-n2ncc(C(=O)NCCN3CCOCC3)c2C2CCN(C(=O)OC(C)(C)C)CC2)c(C)c1 | 20% | / | -20 | / | / | / | -1% |
